Compound activity deposited in PubChem BioAssay by several laboratories.
PPC-1+TRAIL kill: compounds killing PPC-1 cancer cells with TRAIL present (potentiator screen, no TRAIL-free arm); PPC-1 cells + TRAIL, ATPLite viability luminescence; cell killing (% activity), % at 4 µM; 0.41% of 220,000 active; AID 1443;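 active means cell killing above 50% in the first pass at 4 µM, then a duplicate retest at 5 µM averaging 50% or more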;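 further: plate controls were cells with TRAIL plus DMSO for no effect and medium-only wells lacking cells for full effect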
RBBP9 inhibitor: human RBBP9 hydrolase inhibition; AID 1515; inhibition, % at 7.94 µM; 0.2% of 220,000 active; O75884; recombinant RBBP9, FP-Rh probe fluorescence polarization;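 active means inhibition above the campaign mean of all tested compounds plus 3 SD, cut at about 14% in these data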;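 further: plate controls were DMSO wells with RBBP9 for no effect and wells lacking RBBP9 protein for full effect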
Target sequence (O75884 whole entry, looked up): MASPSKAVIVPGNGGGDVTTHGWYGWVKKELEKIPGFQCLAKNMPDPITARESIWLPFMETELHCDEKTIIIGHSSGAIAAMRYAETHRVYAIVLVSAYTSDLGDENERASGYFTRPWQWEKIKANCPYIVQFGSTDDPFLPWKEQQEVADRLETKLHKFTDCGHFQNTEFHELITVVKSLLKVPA
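Measured by: FP readout at 525/598 nm; material: recombinant human RBBP9; also added: Serine-hydrolase probe FP-Rh, 375 nM pre-mixing; medium: Tris buffer pH 8.0, NaCl, Pluronic; replication: one well per compound; doses: one concentration, 7.94 µM nominal, 0.794% DMSO; timing: preincubation 30 min plus labeling 45 min at 25 °C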
zfTRPN1 agonist: agonists of zebrafish TRPN1 channel | HEK293 zebrafish TRPN1-YFP, Fluo-8 calcium fluorescence; 100% = response to 87 µM carbachol | activation, % at 3 µM | 0.18% of 220,000 active | AID 1424;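 active means activation above its plate's cutoff, the mean activation of test wells on that plate plus 3 SD, cut at about 19% in these data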;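 further: 0% = DMSO alone and 100% = 87 µM carbachol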
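Material – zebrafish TRPN1-YFP in HEK293 cells · Doses – 3 µM single point · Schedule – dye 1 h 37 °C plus 30 min RT · Signal – Fluo-8 calcium fluorescence, excitation 470-495 nm, emission 515-575 nm · Read-out – % activation versus carbachol response · Control set – carbachol high, DMSO low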
TRPML3 agonist: agonists of human TRPML3 channel. HEK293 TRPML3-YFP, Fluo-8 calcium fluorescence; 100% = the carbachol control signal. activation, % at 3 µM. 0.29% of 220,000 active. AID 1448;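 active means activation above its plate's cutoff, the mean activation of the plate's test wells plus 3 SD, cut at about 12% in these data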;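 further: 0% = DMSO only wells and 100% = carbachol wells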
Target sequence (Q8TDD5 whole entry, looked up): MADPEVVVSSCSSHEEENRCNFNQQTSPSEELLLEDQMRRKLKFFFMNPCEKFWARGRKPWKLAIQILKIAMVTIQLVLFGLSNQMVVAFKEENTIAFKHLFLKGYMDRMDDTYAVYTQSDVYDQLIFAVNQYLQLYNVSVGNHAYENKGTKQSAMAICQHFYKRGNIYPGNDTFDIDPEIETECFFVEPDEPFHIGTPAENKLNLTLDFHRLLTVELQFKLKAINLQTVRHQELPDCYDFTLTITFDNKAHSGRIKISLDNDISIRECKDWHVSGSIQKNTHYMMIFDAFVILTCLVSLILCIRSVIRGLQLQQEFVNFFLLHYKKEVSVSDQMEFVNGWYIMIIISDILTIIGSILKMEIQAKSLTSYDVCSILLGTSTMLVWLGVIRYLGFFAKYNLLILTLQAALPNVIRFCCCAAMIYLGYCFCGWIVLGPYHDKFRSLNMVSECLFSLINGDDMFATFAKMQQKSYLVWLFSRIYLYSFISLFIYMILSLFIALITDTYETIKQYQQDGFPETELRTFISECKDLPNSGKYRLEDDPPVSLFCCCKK
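system = HEK293 cells stably carrying human TRPML3-YFP | doses = one concentration, 3 µM nominal, 0.3% DMSO | timing = dye loading 1 h 37 °C then 30 min ambient, 125 s read | detection = Fluo-8 calcium dye fluorescence, ex 470-495, em 515-575 nm | benchmarks = high control carbachol 87 µM, low control DMSO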
CHOP inh: inhibitors of CHOP induction in ER stress response | 3.8% of 220,000 active | inhibition, % at 10 µM | CHO-K1 CHOP-promoter luciferase, tunicamycin-induced, 15-18 h;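 active means compounds that reduced the stress-induced luciferase reporter signal by more than about 70% of percent inhibition, limit read from the data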;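 further: 0% = tunicamycin plus vehicle and 100% = wells without tunicamycin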
BaF3 tox: counter-screen for JAK2V617F inhibitors: parental Ba/F3 viability inhibitors; inhibition, % at 5.6 µM; CellTiter-Glo ATP luminescence; 1.1% of 220,000 active; AID 1486;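 active means inhibition above a per-campaign cutoff, the mean inhibition of all tested compounds plus 3 SD, cut at about 27% in these data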;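 further: 0% = DMSO wells and 100% = JAK Inhibitor I control wells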
Ba/F3 V617F tox: reduce viability of Ba/F3 cells dependent on JAK2V617F. inhibition, % at 5.6 µM. AID 1446. 1.1% of 220,000 active. Ba/F3 EpoR-JAK2V617F viability, ATP luminescence;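 active means inhibition above the campaign mean plus 3 SD over all tested compounds, cut at about 24% in these data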;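 further: cytokine-independent growth of Ba/F3 cells driven by EpoR plus mutant JAK2; 0% = DMSO-treated cells and 100% = JAK inhibitor I control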
TNF death inh: inhibitors of TNF-alpha induced necroptosis in Jurkat FADD-/- cells; Jurkat FADD-/- TNF necroptosis rescue, ATP luminescence, 24 h; 0 = TNF only, 100 = no-TNF cells; activation (protection from cell death), % at 10 µM; 0.068% of 220,000 active;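 active means activation, meaning protection from cell death, of at least 50% relative to plate controls; inactive means activation below 50%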;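 further: necroptosis triggered by 40 ng/mL TNF-alpha added together with compound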
Wee1 degr inh: human Wee1 degradation inhibition, primary screen; HeLa Luc-Wee1K328M stability, luciferase luminescence; 100% = proteasome inhibitor MG132 effect; 1.2% of 220,000 active; reporter increase, % at 5 µM;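 active means activation above the mean of all tested compounds plus 3 SD, set per screening run, cut at about 8.8% in these data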;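 further: cells exposed to compound for 20 h before luminescence read; 0% = DMSO alone and 100% = MG132 at 30 µM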
Active calls of the source: *. Not a hit list; overall some 6.8% were active at least once.

SMILES | PPC-1+TRAIL kill | RBBP9 inhibitor | zfTRPN1 agonist | TRPML3 agonist | CHOP inh | BaF3 tox | Ba/F3 V617F tox | TNF death inh | Wee1 degr inh
COC(=O)C1=C(C)NC(=O)NC1c1cn(-c2ccccc2)nc1-c1cccs1 (configuration not stated) | 11 | -4 | -0.5 | 0.2 | 4 | 0 | -5 | 1.2 | 1
CC(Sc1cccc[n+]1[O-])C(=O)Nc1ccc(Oc2ccccc2)cc1 (configuration not stated) | -9 | -11 | 0.8 | 0.0 | 6 | 2 | -3 | -0.6 | 5
CCOc1ccc(NC(=O)CC2C(=O)N(CC)C(=S)N2CCNC(C)=O)cc1 (configuration not stated) | -10 | 10 | -0.4 | 0.7 | 0 | 2 | -3 | 0.8 | 2
Cc1cccc(NC(=O)C2C3C=CC(C4CC34)C2C(=O)O)c1 (configuration not stated) | 31 | -7 | 0.9 | 0.3 | 0 | 2 | 2 | -2.1 | -2
COCCOC(=O)c1c(NC(=O)CN2CCOCC2)sc(C(N)=O)c1C | 11 | -10 | 0.8 | 0.3 | -30 | 11 | 5 | -0.7 | -1
CC1CCN(C(=S)c2cccc([N+](=O)[O-])c2)CC1 | 12 | 5 | -0.9 | 0.6 | 7 | -2 | -1 | -0.2 | 0
Cn1c(=O)c2c(nc(N3CCOCC3)n2CCCNC2=NCCCCC2)n(C)c1=O | 19 | -12 | -0.6 | 0.3 | 37 | 1 | -3 | -0.1 | -1
Cc1ccc(S(=O)(=O)c2cc3c(=O)n4ccccc4nc3n(CC3CCCO3)c2=N)cc1C (configuration not stated) | 19 | 3 | 0.0 | 0.3 | 14 | 1 | -3 | -5.7 | 2
C=C(C)CSc1nc(N)c(C#N)c(-c2ccc(C)cc2)c1C#N | -3 | 3 | 3.1 | 0.7 | 14 | 10 | -2 | 0.1 | -1
COCCNC(=O)c1ccc2c(c1)nc(C)n2-c1cc(OC)c(OC)c(OC)c1 | 0 | -1 | 0.1 | 0.1 | -6 | -3 | -3 | -0.6 | -2

Some of the entries so far, tab-delimited.
mol	PPC-1+TRAIL kill	RBBP9 inhibitor	zfTRPN1 agonist	TRPML3 agonist	CHOP inh	BaF3 tox	Ba/F3 V617F tox	TNF death inh	Wee1 degr inh
Cc1cccc(NC(=O)C2C3C=CC(C4CC34)C2C(=O)O)c1 (configuration not stated)	31	-7	0.9	0.3	0	2	2	-2.1	-2
COCCOC(=O)c1c(NC(=O)CN2CCOCC2)sc(C(N)=O)c1C	11	-10	0.8	0.3	-30	11	5	-0.7	-1

The list goes on:
SMILES | PPC-1+TRAIL kill | RBBP9 inhibitor | zfTRPN1 agonist | TRPML3 agonist | CHOP inh | BaF3 tox | Ba/F3 V617F tox | TNF death inh | Wee1 degr inh
Cc1c(Cl)cccc1NC(=O)CNCc1ccccc1F | 13 | -3 | 0.6 | 0.7 | 24 | 4 | 0 | 1.8 | -1
CC(C)c1nnc(NC(=O)CC(=O)Nc2ccccc2C(=O)O)s1 | -1 | -7 | 0.2 | 0.7 | 37 | 6 | 0 | 0.2 | 4
Cc1ccccc1CSCCNC(=O)c1ccc(Cl)c(S(=O)(=O)N2CCOCC2)c1 | 14 | -9 | 2.3 | 0.7 | 42 | 2 | -3 | -0.1 | -2
COc1ccc(S(=O)(=O)N(CC(=O)NCC2CCCO2)c2ccc(F)cc2)cc1OC (configuration not stated) | 11 | -3 | 3.2 | 0.3 | 7 | 6 | 3 | -1.6 | 2
CCCCC(CC)Cn1c(O)c(/C=C2\C=NN=C2c2ccccc2)sc1=S (configuration not stated) | 11 | -5 | 0.1 | 1.1 | -5 | 3 | -4 | 1.1 | 3
CCN(CC(=O)Nc1c(C(=O)OC)[nH]c2ccccc12)c1ccc2c(c1)OCO2 | 6 | -4 | -0.9 | 0.6 | 12 | 7 | -2 | -3.7 | 0
N#Cc1nc(COc2ccccc2)oc1NCCCn1ccnc1 | 15 | 6 | -0.8 | -0.5 | 0 | -1 | -2 | -1.6 | 3
COc1ccc(CCNC(=O)COc2ccc(S(=O)(=O)N3CCOCC3)cc2)cc1OC | -2 | -3 | 0.6 | 1.1 | 45 | 2 | -6 | 0.7 | -2
C=CCn1c(N)cc(=O)nc1SCC(=O)Nc1ccccc1 | -4 | 1 | -0.5 | -0.1 | 8 | 0 | 3 | -0.2 | 2
Cc1sc2ncnc(SCC(=O)c3cccs3)c2c1C | 8 | -7 | -0.5 | -0.3 | 21 | 5 | 1 | -0.5 | 0
CCc1cccc(C)c1NC(=O)CSc1nc2ccc(N3C(=O)c4ccccc4C3=O)cc2s1 | 15 | -3 | 0.4 | 0.0 | 33 | 8 | 2 | -2.2 | -1
COc1ccc(-c2cc(C(N)=O)nc(N3CCCCCC3)n2)cc1 | -9 | -3 | -0.5 | 0.5 | -13 | 6 | -3 | 1.8 | 0
Cc1ccc(Nc2cc(C)nc3nc(C)nn23)c(C)c1 | 4 | -7 | -1.3 | -0.6 | 27 | 2 | -3 | -3.5 | -1
CS(=O)(=O)N(CC(=O)Nc1ccccc1C(=O)NCc1ccccc1)c1ccc2c(c1)OCCO2 | 28 | -2 | 2.4 | 0.1 | 15 | 6 | 3 | 1.0 | 2
COC(=O)CSc1nc2sc3c(c2c(=O)n1-c1ccccc1)CCN(C)C3 | 16 | -14 | 0.1 | 0.7 | -11 | 2 | 2 | -2.9 | -2
CCn1c(SCc2ccc(Cl)cc2)nc2nc3c(cc2c1=O)CCCC3 | 0 | -3 | -0.7 | 0.7 | 42 | 3 | -5 | 0.6 | 0
O=C(Cc1ccc(S(=O)(=O)N2CCCC2)s1)NC1CCCCCC1 | 6 | -5 | -0.5 | 0.2 | 10 | -1 | -4 | 1.0 | -1
Nn1c(COc2ccccc2)nnc1SCc1cc(=O)[nH]c2ccccc12 | 19 | -7 | -1.1 | 0.6 | 10 | 1 | -3 | -1.7 | -1
COc1ccc(C(=O)Cc2cnn(-c3ccccc3)c2)c(O)c1 | 11 | 0 | -0.5 | 0.9 | 22 | 3 | 2 | 2.3 | 1
O=C(Nc1ccc2c(c1)OCO2)C1COc2ccccc2O1 (configuration not stated) | 9 | -5 | 0.1 | -0.9 | -4 | 4 | 4 | 4.0 | -1
COc1ccc(NS(=O)(=O)c2cc([N+](=O)[O-])ccc2N/N=C\c2c(C)[nH]c3ccccc23)cc1 | -22 | -4 | 0.2 | 0.2 | 0 | 5 | 2 | -2.9 | -2
O=C(Nc1ccc(N2CCCCC2)cc1)c1cc([N+](=O)[O-])cc([N+](=O)[O-])c1 | 32 | -2 | -0.4 | -0.2 | 28 | 9 | 4 | -0.5 | 2
Cc1nc2ccc(NC(=O)Cc3ccc(Br)cc3)cc2s1 | 11 | 2 | 3.8 | 0.8 | -10 | -5 | -2 | 4.2 | -2
CNS(=O)(=O)c1ccc(NCC2COc3ccccc3O2)c([N+](=O)[O-])c1 (configuration not stated) | 4 | -4 | 3.0 | 1.1 | 20 | 8 | 1 | 3.9 | 5
COC(=O)c1c(NC(=O)C2C3C=CC(CC3)C2C(=O)O)sc(C)c1C (configuration not stated) | 16 | -8 | 0.3 | 0.9 | -3 | 0 | -2 | 0.3 | -3
Cc1cc(Nc2ccc(F)cc2)n2nc(C)nc2n1 | 14 | 6 | -0.3 | -0.5 | 11 | 4 | -2 | -1.0 | 2
CCOc1ccc(NC(=S)N2c3ccccc3CC2C)cc1 (configuration not stated) | 14 | -3 | 0.5 | 1.2 | 2 | 2 | 3 | 1.4 | -1
O=C(OC1C2CCC1C1CN(CCc3ccccc3)CC12)c1ccccc1 (configuration not stated) | 23 | -4 | 2.1 | 0.7 | 34 | 9 | -2 | 2.7 | -2
CCc1ccc2c(c1)C(=O)c1ccccc1C2=O | 25 | -1 | 0.4 | 0.6 | 37 | 9 | 3 | 0.5 | 1
O=C(Cc1ccccc1)NCC1CCCO1 (configuration not stated) | 2 | -2 | -1.0 | 0.4 | -29 | 1 | -2 | 0.4 | 10*
O=C(O)Cc1ccc2c(c1)N(S(=O)(=O)c1cccc(C(F)(F)F)c1)CC(C(=O)O)O2 (configuration not stated) | 5 | -6 | 0.8 | 1.0 | -44 | 1 | 0 | -4.4 | 0
CC(C)(Oc1ccc(CCNC(=O)c2ccc(Cl)cc2)cc1)C(=O)O | 10 | -9 | -0.2 | 1.1 | 15 | 6 | 3 | 1.8 | -3
CCOC(=O)C1=C(C)NC(C)=C(C(=O)OCC)C1c1cccc(C)n1 | 5 | 1 | -1.5 | -0.7 | 11 | -1 | -1 | 0.9 | 1
Cc1ccc(N2Cc3ccccc3OC(C)C2=O)cc1 (configuration not stated) | 11 | -2 | -0.2 | -1.1 | 25 | 6 | -2 | -0.9 | -2
Cn1cccc1C(=O)NC(=O)CSc1nnc(C2CC2)n1-c1ccccc1 | -7 | -11 | 0.4 | -0.6 | -4 | 3 | 3 | -1.7 | -2
NC(=O)NC(c1ccccc1)c1ccccc1F (configuration not stated) | -7 | -3 | -0.6 | -0.3 | 23 | 7 | 5 | -1.7 | 0
COCCn1nnnc1SCC(=O)NCc1ccc2c(c1)OCO2 | 11 | 1 | 1.4 | 0.8 | 2 | 0 | -5 | 0.2 | 0
COc1ccc(CN2CNc3nc4ccccc4n3C2)cc1 | 26 | -1 | -1.0 | 0.8 | 14 | 3 | -2 | -0.5 | 2
CCc1ccccc1Nc1cc(C(=O)NCc2ccccn2)c2ccccc2n1 | -3 | -6 | 0.1 | -1.1 | 6 | 4 | 4 | -1.3 | 6
Nc1nc(SCc2ccc(Cl)cc2)ns1 | -1 | -5 | -1.0 | -0.7 | -17 | 8 | 1 | -2.0 | 7
Cc1cc(NS(=O)(=O)c2ccc(NC(=O)/C=C/c3ccco3)cc2)nc(C)n1 | 6 | -7 | 0.4 | -0.1 | 5 | -2 | -1 | -0.4 | 1
CC(C)Oc1ccc(C(=O)NC(=S)N2CCOCC2)cc1 | 7 | -8 | 1.7 | 0.7 | -14 | 3 | 3 | 1.7 | 3
O=C1c2ccccc2C(=O)N1CC(O)CNc1ccc(Br)cc1 (configuration not stated) | -3 | 2 | 1.8 | 0.8 | -29 | 5 | -1 | 1.7 | -3
CC(=O)n1nc(-c2ccccc2)nc1NCc1cccs1 | 18 | -6 | 0.8 | 0.4 | 39 | 1 | -3 | 2.1 | -5
O=C(/C=C/c1ccccc1)OCCCCN=C1NS(=O)(=O)c2ccccc21 | 5 | -7 | 3.4 | 1.4 | 5 | 4 | 0 | -0.1 | -4
C=CCc1cccc(/C=C/c2cc(=O)c3ccccc3[nH]2)c1O | 40 | -5 | 8.8 | 0.8 | 6 | 3 | -2 | 1.0 | 0
O=C(NCc1ccccc1)c1ccc2c(c1)C(=O)N(Cc1ccncc1)C2=O | -17 | -5 | 2.4 | 0.9 | 9 | 7 | -2 | -0.3 | 1
